Avidin bead fluor: compound fluoresces at 488/530 nm on avidin beads | compound fluorescence 488/530 nm, flow cytometry; hits give high values | fluorescence (KMESF) at 10 µM | actives 0.38% (n = 220,000) | AID 1775; in the data active means fluorescence above about 47; further: inactives centre near 10
ABCB1 block: human ABCB1 inhibition, ABCG2 as counter-screen; P08183; CCRF-Adr cells, JC-1 efflux, flow cytometry; actives 0.067% (n = 190,000); inhibition, % at 6.6 µM; AID 1326; in the data active means inhibition above about 40%;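 further: 0% = vehicle and 100% = reference inhibitor; higher value means more JC-1 retained so stronger ABCB1 efflux block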
Bcl-XL Bim block: human Bim-Bcl-XL interaction inhibition. Q07817. Bim peptide-Bcl-XL binding, bead flow cytometry, fluorescence. inhibition, % at 10 µM. actives 0.04% (n = 190,000). AID 1007
RGS4-Gao reg: human RGS4-Galphao interaction regulation; P09471; Multiplexed bead flow cytometry, RGS4-Galphao binding; actives lie on both sides; binding response (% of control), % at 10 µM; actives 0.33% (n = 220,000); AID 1415; in the data active means binding response below about 49% or above about 150%; inactive means in between;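 further: fluorescent Galphao activated with aluminum fluoride binding bead-coupled RGS4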
Target sequence (P09471 whole entry, looked up): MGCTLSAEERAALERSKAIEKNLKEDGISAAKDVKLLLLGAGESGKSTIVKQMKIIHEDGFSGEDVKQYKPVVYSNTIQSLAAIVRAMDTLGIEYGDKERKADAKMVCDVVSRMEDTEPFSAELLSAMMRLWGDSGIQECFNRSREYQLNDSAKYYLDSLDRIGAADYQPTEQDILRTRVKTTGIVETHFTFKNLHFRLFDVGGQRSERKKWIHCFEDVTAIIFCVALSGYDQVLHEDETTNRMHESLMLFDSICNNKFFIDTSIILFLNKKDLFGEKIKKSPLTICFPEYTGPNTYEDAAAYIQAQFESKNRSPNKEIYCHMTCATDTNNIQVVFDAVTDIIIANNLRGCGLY
Bim-Bcl-2: inhibitors of Bim-Bcl-2 interaction, human. P10415. Bead-based flow cytometry, Bim peptide-Bcl-2 binding. inhibition, % at 10 µM. actives 0.06% (n = 190,000). AID 950; in the data active means inhibition above about 40%; inconclusive means no clear call, values can overlap the other calls;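 further: 0% = no compound wells with probe peptide and 100% = reference peptide inhibitor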
GSH bead fluor: compound fluoresces at 488/530 nm on GSH beads | actives 0.25% (n = 190,000) | GSH beads flow cytometry, compound fluorescence 488/530 nm; hits give high values | fluorescence (KMESF) at 10 µM; in the data active means fluorescence above about 89;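 further: glutathione beads carrying GST-tagged Bcl family fusion proteins plus one bare bead set; values are compound well signal with DMSO vehicle wells as background; inactives centre near 16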
Bim-Bfl-1: disrupts Bim binding to human Bfl-1. AID 1008. actives 0.12% (n = 190,000). inhibition, % at 10 µM. Bead-based flow cytometry, Bim-Bfl-1 binding inhibition;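 further: 0% = wells without compound plus tracer and 100% = blocker peptide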
ABCG2 inh: human ABCG2 inhibition, ABCB1 as counter-screen; actives 0.1% (n = 190,000); Q9UNQ0; IgMXP3 cells, JC-1 efflux, flow cytometry; inhibition, % at 6.6 µM; AID 1325;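 active means inhibition above 80%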;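 further: 0% = DMSO and 100% = nicardipine control wells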
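test system = two drug-resistant human cell lines, ABCG2 and ABCB1 | amount = 3 million cells/mL final, two lines in 1:1 ratio | reagent = JC-1 transporter substrate | doses = one concentration, 6.6 µM final | incubation = 10 min at 25 °C | signal = flow cytometric JC-1 green MFI at 530 nm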
Bcl-B Bim block: human Bim-Bcl-B interaction inhibition; bead-based flow cytometry, Bim peptide-Bcl-B binding; inhibition, % at 10 µM; actives 0.073% (n = 190,000); AID 951;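 further: 0% = tracer peptide without compound and 100% = reference inhibitor peptide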
Target sequence (Q9HD36 whole entry, looked up): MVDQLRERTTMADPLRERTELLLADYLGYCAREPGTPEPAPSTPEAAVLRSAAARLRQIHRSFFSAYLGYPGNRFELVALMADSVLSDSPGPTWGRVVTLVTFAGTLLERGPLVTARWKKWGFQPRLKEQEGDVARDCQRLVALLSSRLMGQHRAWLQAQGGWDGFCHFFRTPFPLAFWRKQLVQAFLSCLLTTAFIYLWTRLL
Bcl-W Bim block: disrupts Bim peptide binding to human Bcl-W; inhibition, % at 10 µM; bead-based flow cytometry; actives 0.02% (n = 190,000); Q92843;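 further: 0% = bound tracer without compound and 100% = peptide blocker; higher means less fluorescent Bim peptide bound to Bcl-W beads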
Target sequence (Q92843 whole entry, looked up): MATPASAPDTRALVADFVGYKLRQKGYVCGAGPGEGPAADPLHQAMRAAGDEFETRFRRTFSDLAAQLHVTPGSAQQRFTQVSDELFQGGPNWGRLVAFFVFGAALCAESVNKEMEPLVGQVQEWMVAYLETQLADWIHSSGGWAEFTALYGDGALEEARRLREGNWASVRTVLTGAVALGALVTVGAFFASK
RGS7-Gao reg: modulates binding of RGS7 to human Galphao. binding response (% of control), % at 10 µM. actives 0.35% (n = 220,000). Multiplexed bead flow cytometry; actives lie on both sides. P09471; in the data active means binding response below about 49% or above about 150%; inconclusive means no clear call, values can overlap the other calls; inactive means in between;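 further: fluorescent Galphao held in activated GDP-AlF4 state binding bead-coupled RGS7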
Starred values were filed as active, the others as inactive; ? = inconclusive; [ ] = dose if it differs, or a comment. Unless noted, no stated cut-off is given here; in the data, active means inhibition above about 40%.

Sample of the layout:
Molecule	Avidin bead fluor	ABCB1 block	Bcl-XL Bim block	RGS4-Gao reg	Bim-Bcl-2	GSH bead fluor	Bim-Bfl-1	ABCG2 inh	Bcl-B Bim block	Bcl-W Bim block	RGS7-Gao reg
Cc1cc(OCC(=O)Nc2ccncc2)c(C)cc1Br	34	0.3	-3	99	-3	19	-4	2	0	0	101
CN(C)/C=C1\C(=O)ON=C1c1ccccc1	20	0.1	2	104	0	9	-2	1	0	2	109
COC(=O)c1ccccc1NC1OC(=O)c2ccccc21 (stereo unspecified)	40	1.1	-5	101	-4	22	-2	3	-3	-3	100
Cc1ccc(NS(=O)(=O)c2cccc(C(=O)NNC(=O)NC3CCCCC3)c2)c(C)c1	3	-0.1	-8	102	-3	13	0	0	-7	-4	100
Oc1ccc(-c2nc3ccccn3c2NCc2ccco2)cc1	14	4.0	-2	98	-8	35	-17	43	-7	0	95
Cc1nc2c(C(=O)NCc3ccc4c(c3)OCO4)c[nH]n2c(=O)c1Cc1ccccc1F	36	-0.6	-5	97	-4	14	-3	-1	-2	-3	96
O=C1c2ccccc2C(=O)N1CC1c2ccccc2CCN1C(=O)C1CCCCC1 (stereo unspecified)	11	3.5	-20	105	-7	60	-14	14	-7	4	102

This part in full, from the first entry:
Molecule	Avidin bead fluor	ABCB1 block	Bcl-XL Bim block	RGS4-Gao reg	Bim-Bcl-2	GSH bead fluor	Bim-Bfl-1	ABCG2 inh	Bcl-B Bim block	Bcl-W Bim block	RGS7-Gao reg
Cc1cc(OCC(=O)Nc2ccncc2)c(C)cc1Br	34	0.3	-3	99	-3	19	-4	2	0	0	101
CN(C)/C=C1\C(=O)ON=C1c1ccccc1	20	0.1	2	104	0	9	-2	1	0	2	109
COC(=O)c1ccccc1NC1OC(=O)c2ccccc21 (stereo unspecified)	40	1.1	-5	101	-4	22	-2	3	-3	-3	100
Cc1ccc(NS(=O)(=O)c2cccc(C(=O)NNC(=O)NC3CCCCC3)c2)c(C)c1	3	-0.1	-8	102	-3	13	0	0	-7	-4	100
Oc1ccc(-c2nc3ccccn3c2NCc2ccco2)cc1	14	4.0	-2	98	-8	35	-17	43	-7	0	95
Cc1nc2c(C(=O)NCc3ccc4c(c3)OCO4)c[nH]n2c(=O)c1Cc1ccccc1F	36	-0.6	-5	97	-4	14	-3	-1	-2	-3	96
O=C1c2ccccc2C(=O)N1CC1c2ccccc2CCN1C(=O)C1CCCCC1 (stereo unspecified)	11	3.5	-20	105	-7	60	-14	14	-7	4	102
CC1CCc2nn(CC(=O)NCCN3CCCCC3C)cc2C1 (stereo unspecified)	24	0.8	-9	99	-7	15	-14	5	-8	-3	102
Cn1nc(-c2ccc(C(=O)O)cc2)c2ccccc2c1=O	14	0.1	-4	98	-8	33	-17	3	-7	-2	102
Cc1ccc(C)c(S(=O)(=O)N2CC(=O)Nc3ccccc32)c1	15	0.5	-2	98	-3	12	-1	1	1	-1	100
CSc1ccc(CCNC(=O)CSc2ccsc2[N+](=O)[O-])cc1	42	-0.4	-5	97	-2	13	0	-1	0	0	100
O=C(CCN1CCc2ccccc2C1)Nc1ccccc1F	29	0.5	-4	100	-9	20	-17	7	-6	0	96
O=C(/C=C/c1cccs1)Nc1scc(-c2ccccc2)c1C(=O)O	13	-1.1	-2	101	-4	10	-3	-2	-7	-4	104
Clc1ccc(-c2noc(CSc3nnc(-c4ccncc4)n3-c3ccccc3)n2)cc1	14	0.0	0	100	0	24	0	0	-3	-3	98
CCCCC(Sc1nc(N)c(NC(=O)c2ccc(OC)cc2)c(=O)[nH]1)C(=O)O (stereo unspecified)	9	-0.1	-2	103	-2	13	-6	0	-2	-2	?
COC(=O)c1ccc(-c2noc(CN(C)Cc3ccncc3C)n2)cc1	9	0.7	-3	102	-8	9	-9	2	-5	-1	99
O=C(CSc1nnc(-c2c[nH]c3ccccc23)n1CC1CCCO1)Nc1ccc2c(c1)OCCO2 (stereo unspecified)	10	0.3	-1	104	-1	7	-2	1	-6	-5	97
CNC(=O)CCSc1ccc(C)cc1	5	-0.2	-30	88	-41	51	-27	-2	-43	-33	96
O=C1CCCN1CCCNC(=S)Nc1ccc(Br)cc1Cl	11	-0.3	-6	105	-6	16	-5	0	-29	-4	106
NS(=O)(=O)c1cccc(NC(=S)NCc2ccccc2)c1	10	-0.1	-5	95	-3	77	0	0	-1	-2	98
Cc1cc(C)nc(NC(N)=NCCc2c[nH]c3ccccc23)n1	9	0.3	0	99	0	17	-3	7	-1	0	95
N#CC(C(=O)OC1CCCCC1)c1nc2ccccc2nc1N1CCOCC1 (stereo unspecified)	110*	1.5	-7	119	-2	4	-15	0	-6	0	171*[activator]
Cc1cc(C(=O)Cn2nnc3ccccc3c2=O)c(C)n1-c1ccccc1F	39	0.3	-5	101	-3	18	-3	1	-1	-1	101
COc1ccc(NC(=O)Nc2cc(NC(=O)Nc3ccc(OC)cc3)c(C)nc2C)cc1	22	-0.5	-4	102	0	9	-2	-7	-3	-3	108
COc1ccc(CN=C(NS(=O)(=O)c2cccs2)SC)cc1	5	0.6	0	104	-6	10	-2	3	0	1	101
O=C(Nc1ccccc1)c1ccncc1	13	0.6	-5	103	-9	26	-17	8	-6	-1	102
CC(=O)C1=C(C)N(CC2CC2)C(=O)N[C@H]1c1cccs1	8	1.3	-3	101	-1	19	-2	7	-1	-3	101
Cc1ccc(S(=O)(=O)NC(=O)c2ccccc2)cc1C(C)C	12	-0.1	-1	96	-2	13	-7	-3	-2	-2	94
NC(N)=N/N=C/c1ccccc1OC(F)F	13	0.4	2	103	1	16	4	10	8	1	?
Cc1sc2ncnc(N(C)Cc3cccs3)c2c1C	12	-0.4	0	95	0	18	0	1	3	6	94
Cc1cc(C)c(/C=N/NC(N)=O)c(C)c1/C=N/NC(N)=O	40	-0.1	0	102	1	16	0	0	0	4	102
CCCOC(=O)C1=C(C)NC2=C(C(=O)C(C(=O)OC)C(C)C2)C1c1ccc(N(CC)CC)cc1 (stereo unspecified)	39	4.8	-5	100	-6	21	-14	42	-9	3	106
CC(=O)Nc1ccc(-c2nc(C)c(C(C)=O)n2O)cc1	12	0.2	2	100	-11	35	-7	2	-11	-2	103
CCOC(=O)C1=C(c2ccccc2)N=c2s/c(=C\c3ccc(O)cc3)c(=O)n2C1c1cccs1 (stereo unspecified)	7	0.9	0	104	0	25	2	1	-4	1	99
Cc1nn(CCc2n[nH]c(=S)n2C2CCCCC2)c(C)c1Br	9	-0.1	-3	101	3	10	19	1	-17	2	104
CC(=O)c1c(N)n(C)c(=O)n(C)c1=O	9	0.2	-2	104	-2	51	-6	1	-6	3	105
Cc1ccc(N2C(=O)/C(=C\c3ccco3)SC2=S)cc1	15	0.5	0	102	0	26	0	3	-8	-2	102
COCCn1c(SCC(=O)N2CCCc3ccccc32)nnc1-c1ccoc1C	24	0.8	-3	106	-1	16	-3	1	-5	-3	106
Cc1ccc([N+](=O)[O-])cc1NC(=O)CN(C(=O)c1ccccc1Cl)C1CCCCC1	2	2.6	0	99	2	11	1	29	-5	-1	103
O=S(=O)(c1ccc2nc(Cc3cccc(C(F)(F)F)c3)[nH]c2c1)N1CCOCC1	11	-0.2	-5	99	-4	37	-15	2	-10	0	101
O=[N+]([O-])c1ccc2c(c1)C=C1CCCCC1(N1CCCC1)O2 (stereo unspecified)	17	1.9	-6	105	-8	10	-9	13	-7	-3	106
O=c1cc(NCCc2ccccc2)c2ccccc2o1	12	0.5	-4	103	-2	12	-6	14	-5	-1	103
O=[N+]([O-])c1cc(-c2ncccn2)cs1	13	6.7	-10	102	0	25	0	8	-7	-4	101
COc1ccc(N=C2C(=Nc3ccc(OC)cc3)N(c3ccc(OC)cc3)C(=S)N2C(=O)c2ccc(OC)cc2)cc1	23	0.1	0	102	-1	15	0	1	4	-2	100
O=C(Nc1ccccc1N1CCCCC1)c1ccccc1F	1	0.3	-8	98	-1	28	-4	6	-4	0	103
Cc1cc(C)cc(OCc2nnc(SCC(=O)N3CCN(c4ccccc4)CC3)o2)c1	5	0.8	2	90	4	19	-3	3	6	0	90
CCC(=O)Nc1ccc(-c2nnc(SCC(=O)Nc3nccs3)n2C)cc1	28	0.8	-12	98	-11	20	-17	8	-11	-3	98
Cc1cc(Cl)ccc1Oc1ncc(-c2ccc(Cl)cc2)cn1	6	0.2	-3	104	-4	22	-14	1	-3	1	104
CC(C)CN(CC(C)C)S(=O)(=O)N1CCC(C(=O)NCc2cccs2)CC1	7	0.6	2	97	1	22	1	1	1	2	98
CNS(=O)(=O)c1cccc(C(=O)OCC(=O)c2cc3ccccc3o2)c1	20	0.2	0	100	-3	10	-2	1	0	0	102

Going on with the list:
Molecule	Avidin bead fluor	ABCB1 block	Bcl-XL Bim block	RGS4-Gao reg	Bim-Bcl-2	GSH bead fluor	Bim-Bfl-1	ABCG2 inh	Bcl-B Bim block	Bcl-W Bim block	RGS7-Gao reg
CC(OC(=O)c1ccc(S(=O)(=O)NCc2ccco2)cc1)C(=O)Nc1ccc(Cl)cn1 (stereo unspecified)	12	1.1	-1	103	2	7	0	5	-2	0	104
OCCN1CCN(CCSc2ccccc2)CC1	36	0.1	0	100	-5	9	-3	1	-3	-1	99
CC(=O)Nc1cccc(NC(=O)Cc2nc(-c3ccccc3)sc2-c2ccc(C)cc2)c1	9	-0.5	-5	103	-3	14	0	-3	-3	-6	97
CCN(CC)CC(O)c1cccn1-c1ccc(CNC(=O)NC(C)C)cc1 (stereo unspecified)	3	-0.2	-3	102	-2	11	-7	1	-3	-3	99
CN1CCN(CC(=O)Nc2ccccc2Sc2ccccc2)CC1	6	0.0	-2	102	0	16	-6	2	-5	0	103
O=C(OCN1C(=O)c2ccccc2C1=O)/C(=C\c1ccco1)NC(=O)c1ccccc1	8	0.6	1	95	4	22	4	1	-6	2	97
COCCNC(=O)c1onc(CSc2ccc(C)c(C)c2)c1C(=O)O	11	1.1	-6	98	-9	33	-15	4	-7	0	104
